POLI inh = inhibitors of human DNA polymerase iota | AID 588590 | 390,000 compounds, 1% hits | Pol iota fluorescent replication assay, 10 min | Potency, µM (highest dose often 115 µM), without a hit: at the highest dose activity, negative = inhibition, hits mostly inhibitors
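Pol iota at 10 nM preincubated 15 min with compounds at room temperature; reaction started with fluorescent substrate, 50 nM final. Fluorescence read kinetically at 0 and 10 min; buffer-only wells as negative control.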
BAZ2B block = BAZ2B (human) inhibition | Q9UIF8 | AlphaScreen BAZ2B-H3K14Ac peptide displacement | Potency, µM (series often up to 114 µM), without a hit: at the top dose activity change, negative = inhibition, usual class: inhibitors | 360,000 compounds, 4.4% hits | AID 504333; also: % is scaled to controls: 0 for no effect and ±100 for the full control effect; nearly all actives have a fitted effect of over 60% in size
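Complex of BAZ2B and biotin-H3K14Ac (50 nM apiece) forms over 30 min at RT, then faces library compounds up to 110 uM for another 30 min; AlphaScreen beads added, 20 min dark incubation, luminescence read.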
BLM inh = Bloom syndrome helicase (human) inhibition; P54132; 350,000 compounds, 0.2% hits; Potency, µM (highest dose often 56.1 µM), without a hit: at the top dose activity change, negative = inhibition, usual class: inhibitors; recombinant BLM DNA unwinding, fluorescence dequenching;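 also: plate controls were vehicle for no effect and no enzyme for full effect; nearly all actives have a fitted effect of over 35% in size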
G9a inh = blocks human histone lysine methyltransferase G9a; Q96KQ7; G9a H3K9 monomethylation, AlphaScreen, 2 h; Potency, µM (series often up to 102 µM), without a hit: at the highest dose activity, negative = inhibition, hits mostly inhibitors; 350,000 compounds, 8.8% hits; AID 504332; also: % is scaled to controls: 0 for no effect and ±100 for the full control effect; nearly all actives have a fitted effect of over 75% in size
Target sequence (Q96KQ7 913-1193 limits assumed): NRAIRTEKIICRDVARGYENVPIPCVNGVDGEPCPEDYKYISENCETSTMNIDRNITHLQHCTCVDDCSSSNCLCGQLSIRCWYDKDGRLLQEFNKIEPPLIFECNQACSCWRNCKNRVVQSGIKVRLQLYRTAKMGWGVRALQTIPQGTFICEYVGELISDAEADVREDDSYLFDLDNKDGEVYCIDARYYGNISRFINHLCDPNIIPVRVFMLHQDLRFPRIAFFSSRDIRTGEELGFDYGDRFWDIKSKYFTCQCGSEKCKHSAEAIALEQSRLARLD
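Quantitative HTS format: methyltransferase activity on a biotin-tagged H3K9 peptide is measured by AlphaScreen, using a rabbit anti-monomethyl-H3K9 antibody with streptavidin donor and anti-IgG acceptor beads. Final levels are 20 nM enzyme, 500 nM peptide, 20 uM SAM; 2 h RT.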
POLK inh = DNA polymerase kappa (human) inhibition | Potency, µM (titrated, usually from 107 µM), without a hit: top-dose activity, negative = inhibition, usual class: inhibitors | 400,000 compounds, 0.53% hits | purified Pol kappa, fluorescent DNA synthesis assay, 10 min | Q9UBT6; also: % is scaled to controls: 0 for no effect and ±100 for the full control effect
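10 nM Pol kappa was preincubated with compounds for 15 min at room temperature. Reaction started with 50 nM (final) substrate. Fluorescence read kinetically at 0 and 10 min.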
Pol eta inh = blocks human DNA polymerase eta activity. Q9Y253. 390,000 compounds, 1.2% hits. Potency, µM (top dose mostly 114 µM), for the others: at the top dose activity change, negative = inhibition, hits mostly inhibitors. recombinant Pol eta, fluorescent DNA replication assay; also: % is scaled to controls: 0 for no effect and ±100 for the full control effect
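Pol eta (10 nM) was preincubated with compounds for 15 min at room temperature, after which fluorescent replication substrate (50 nM final) was added to start the reaction. Fluorescence was read kinetically at 0 and 10 min.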
APE1 inh = inhibitors of human APE1 endonuclease; P27695; recombinant APE1, TAMRA/BHQ-2 abasic DNA cleavage fluorescence; Potency, µM (doses to about 65.8 µM), for inactives: at the highest dose activity change, negative = inhibition, actives largely listed as inhibitors; 350,000 compounds, 0.35% hits; AID 2517;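 also: plate controls were vehicle for no effect and reference inhibitor for full effect; nearly all actives have a fitted effect of over 55% in size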
Target sequence (P27695 whole entry, looked up): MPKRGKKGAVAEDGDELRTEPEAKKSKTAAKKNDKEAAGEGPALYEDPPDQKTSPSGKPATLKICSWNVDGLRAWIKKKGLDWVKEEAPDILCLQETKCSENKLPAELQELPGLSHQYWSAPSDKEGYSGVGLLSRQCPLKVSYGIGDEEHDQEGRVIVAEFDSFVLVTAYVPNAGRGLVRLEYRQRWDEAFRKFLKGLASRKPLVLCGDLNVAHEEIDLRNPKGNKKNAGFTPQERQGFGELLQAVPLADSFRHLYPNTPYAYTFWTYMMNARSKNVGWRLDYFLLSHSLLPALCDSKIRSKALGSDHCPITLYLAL
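APE1 at 0.75 nM preincubated 15 min at room temperature with compound. Reaction then started with 50 nM double-stranded THF-abasic substrate labelled with TAMRA/BHQ-2, and 525/598 nm fluorescence read kinetically. Activity taken as third-minus-first read difference, normalized to DMSO and NSC13755 controls.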
Apoferritin bind = binds horse apoferritin like a general anesthetic. P02791. apoferritin/1-aminoanthracene competitive binding, fluorescence. Potency, µM (highest dose often 77.5 µM), inactives show at the highest dose activity change, negative = displacement, most hits filed as inhibitors. 350,000 compounds, 0.074% hits; also: % is scaled to controls: 0 for no effect and ±100 for the full control effect; nearly all actives have a fitted effect of over 20% in size
Target sequence (P02791 2-175 limits assumed): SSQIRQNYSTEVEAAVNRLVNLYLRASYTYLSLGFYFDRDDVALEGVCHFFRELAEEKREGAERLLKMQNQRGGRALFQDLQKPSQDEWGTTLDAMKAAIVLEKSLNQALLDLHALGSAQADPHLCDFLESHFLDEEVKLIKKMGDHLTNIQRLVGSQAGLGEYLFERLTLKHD
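10 uM apoferritin + 50% sat. 1-AMA, PBS; cpd 10 min RT; Ex380/Em535 endpoint; normalized to free probe vs complex; 4-param Hill fit; propofol titration as pos. ctrl.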
POLB inh = blocks human DNA polymerase beta activity; P06746; Pol beta primer extension/strand displacement, fluorescence kinetic; Potency, µM (series often up to 114 µM), for the others: top-dose activity change, negative = inhibition, hits mostly inhibitors; 340,000 compounds, 1.3% hits; AID 485314; also: % is scaled to controls: 0 for no effect and ±100 for the full control effect
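Curves were derived by four-parameter Hill fits of normalized qHTS data. The kinetic fluorescent primer-extension read was taken at 0 and 10 min after 50 nM substrate, following a 15 min room-temperature preincubation of 10 nM enzyme with compounds.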
* = called active by the depositor; ? = inconclusive; · = no result given; & = joins results of further samples; [ ] = dose if it differs, or a comment. Calls follow the shape of the dose curve; as a rule, active = well fitted curve in the direction sought with a large enough effect; inconclusive = small, poorly fitted or top-dose-only effect, or another doubt; inactive = no such curve, though single readings can be large; an effect the other way counts as inactive or inconclusive. Potency is read from the fitted curve at half-maximal effect.

SMILES	POLI inh	BAZ2B block	BLM inh	G9a inh	POLK inh	Pol eta inh	APE1 inh	Apoferritin bind	POLB inh
Cc1c(Cl)cnc(NC(=O)CSc2nnnn2C)c1Cl	9%	·	·	·	1%	-6%	-6%	·	·
Cc1cnc(NC(=O)COc2ccc3c(c2)CCC3)s1	13%	-24%	-3%	-38%	16%	-11%	47%	-15%	1%
C/C(N)=C(/C#N)C(=O)CSc1nnc(-c2ccc3c(c2)OCO3)o1	?	-11%	-2%	8%[2.33 µM]	-13%	-11%	6%	4%	7%
O=C(Cn1cnc2c(nnn2Cc2ccc(F)cc2)c1=O)NCc1ccc(F)cc1	77%[activator]	-16%	0%	6%	3%	-10%	-4%	-4%	26%
CCOc1ccccc1OCCC(=O)OCC(=O)Nc1c(C)nn(-c2ccccc2)c1C	2%	7%	·	56µM*	-2%	-2%	8%	·	·
COc1cc(NC(=O)CSc2nnnn2Cc2ccccc2)cc(OC)c1	?	-2%	-4%	-3%	-9%	-12%	4%	-6%	13%
Cc1ccc(S(=O)(=O)N2CCOCC2)cc1NC(=O)COC(=O)CNC(=O)c1ccc(C(C)(C)C)cc1	29%	-28%	-9%	50µM*	-10%	-4%	-2%	?	2%
O=C1CCCC2=C1C1O[C@](c3ccsc3)(Cc3c1ccc1ccccc31)O2	·	0%[22.9 µM]	-10%[12.4 µM]	-22%[2.33 µM]	·	·	?	-21%[15.3 µM]	4µM*
Cc1cc2ccccn2c1C(=O)c1ccc(N/N=C/c2ccc(C(=O)O)cc2)c([N+](=O)[O-])c1	?	?	-15%	?	-10%	35µM*	-4%	-8%	?
O=S1(=O)CC(NCc2ccccc2)C(Nc2ccc(Cl)cc2)C1 (stereo unspecified)	-6%	7%	-6%	?	-1%	-12%	-2%	-18%	29%
O=C(Nc1nc2ccccc2[nH]1)C1CC(=O)N(c2ccc3c(c2)OCCO3)C1 (stereo unspecified)	?	?	-5%	-13%	?	?	0%	-20%	?
COC(=O)C1CCN(C(=O)CN2C(=O)c3ccccc3S2(=O)=O)CC1	-14%	1%	·	?	6%	-19%	47%[activator]	·	·
Cc1nc2ccc(C(=O)O)cc2c2c1CC(CN)O2 (stereo unspecified)	-16%	-11%	-2%	79µM*	-12%	12%	-5%	-1%	-27%
Cc1cc2nc(-c3ccc(=O)[nH]c3)n(Cc3ccccc3)c2cc1C	-22%	-13%	-2%	-10%	-7%	-6%	56%[activator]	2%	13%
CCN1/C(=C2/OC(=S)N(C)C2=O)Sc2ccccc21	19%	-7%	-2%	?	-2%	-2%	0%	-10%	-1%

An excerpt from above in order of molecular weight, descending:
SMILES	POLI inh	BAZ2B block	BLM inh	G9a inh	POLK inh	Pol eta inh	APE1 inh	Apoferritin bind	POLB inh
Cc1ccc(S(=O)(=O)N2CCOCC2)cc1NC(=O)COC(=O)CNC(=O)c1ccc(C(C)(C)C)cc1	29%	-28%	-9%	50µM*	-10%	-4%	-2%	?	2%
CCOc1ccccc1OCCC(=O)OCC(=O)Nc1c(C)nn(-c2ccccc2)c1C	2%	7%	·	56µM*	-2%	-2%	8%	·	·
O=C(Cn1cnc2c(nnn2Cc2ccc(F)cc2)c1=O)NCc1ccc(F)cc1	77%[activator]	-16%	0%	6%	3%	-10%	-4%	-4%	26%
O=C(Nc1nc2ccccc2[nH]1)C1CC(=O)N(c2ccc3c(c2)OCCO3)C1 (stereo unspecified)	?	?	-5%	-13%	?	?	0%	-20%	?
O=C1CCCC2=C1C1O[C@](c3ccsc3)(Cc3c1ccc1ccccc31)O2	·	0%[22.9 µM]	-10%[12.4 µM]	-22%[2.33 µM]	·	·	?	-21%[15.3 µM]	4µM*
COC(=O)C1CCN(C(=O)CN2C(=O)c3ccccc3S2(=O)=O)CC1	-14%	1%	·	?	6%	-19%	47%[activator]	·	·
C/C(N)=C(/C#N)C(=O)CSc1nnc(-c2ccc3c(c2)OCO3)o1	?	-11%	-2%	8%[2.33 µM]	-13%	-11%	6%	4%	7%
Cc1c(Cl)cnc(NC(=O)CSc2nnnn2C)c1Cl	9%	·	·	·	1%	-6%	-6%	·	·
CCN1/C(=C2/OC(=S)N(C)C2=O)Sc2ccccc21	19%	-7%	-2%	?	-2%	-2%	0%	-10%	-1%
Cc1cnc(NC(=O)COc2ccc3c(c2)CCC3)s1	13%	-24%	-3%	-38%	16%	-11%	47%	-15%	1%

Continuation:
SMILES	POLI inh	BAZ2B block	BLM inh	G9a inh	POLK inh	Pol eta inh	APE1 inh	Apoferritin bind	POLB inh
Cc1ccnc2nc(C(=O)N3CCN(c4ccc(F)cc4)CC3)nn12	5%	7%	-6%	-19%	-10%	?	3%	-10%	6%
Cc1ccc(N(C)S(=O)(=O)c2ccc(-c3cc(C)no3)s2)cc1	?	4%	-9%	55%[activator]	-7%	-23%	0%	-13%	3%
Cc1cc(C)cc(NS(=O)(=O)c2ccc(NC(=O)C3CCCCC3C(=O)O)cc2)c1 (stereo unspecified)	71%[activator]	-3%	5%	24%[59 µM]	-2%	-10%	-5%	-11%	10%
Cc1ccc(S(=O)(=O)c2nc(C)c3c(n2)CCC3)cc1	0%	5%	-3%	18%[59 µM]	-4%	3%	14%	0%	5%
CSc1c(-c2ccccc2)nc2ccc(Cl)cc2c1C(=O)O	-6%	-35%	1%	41%[12.7 µM]	-18%	6%	-3%	-2%	1%
Cc1ccc(C(=O)NCC(c2cccnc2)N2CCc3ccccc3C2)cc1C (stereo unspecified)	34%[activator]	13µM*	0%	?	-4%	-20%	·	-9%	-3%
CN(C)c1ccc(C(=S)N2CCOCC2)cc1Br	5%	5%	-3%	?	1%	6%	11%	-19%	45%
NC(=O)c1cccc(N)c1	-7%[58.9 µM]	·	-3%&3%	13%[59 µM]	1%[60.1 µM]	0%[57.1 µM]	?	·	-9%[57.1 µM]
COCCOC(=O)c1c(N)n(CCCN2CCOCC2)c2nc3ccccc3nc12	319%[activator]	-4%	3%	?	-8%	-2%	6%	317%[activator]	1%
CCCCN(C(=O)CC1CCCC1)c1c(N)n(CC(C)C)c(=O)[nH]c1=O	5%	29%	·	-34%	-9%	5%	8%	·	·
O=C(c1ccc(-c2ccccc2Cl)o1)N1CCN(c2ccccc2O)CC1	8%	?	·	18µM*	-20%	-8%	8%	·	·
C=CCC(=O)N1CCCC(CO)(Cc2ccc(F)cc2F)C1 (stereo unspecified)	-23%	-4%	-14%	-43%	-7%	-5%	19%	-18%	-3%
Cc1nc2nc(SCC(=O)Nc3ccccc3Cl)nn2c(C)c1Cc1ccccc1	-1%	-11%	-6%	-4%[59 µM]	-8%[60.1 µM]	-19%	·	-12%	8%
CC(CCc1ccccc1)NC(=O)CCNS(=O)(=O)c1ccccc1 (stereo unspecified)	37%[activator]	8%	·	-4%	8%	-19%	6%	·	·
CCOC(=O)N1CCN(S(=O)(=O)c2ccc(OC)c(OC)c2)CC1	16%	-4%	5%	8%[59 µM]	-12%	-2%	3%	5%	-13%
Cc1cc(C(=O)O)sc1C	-5%	-7%	-7%	?	-5%	-6%	13%	-9%	22%
O=C(N/N=C/c1cc2ccccc2nc1Cl)[C@H]1C[C@@H]1c1ccccc1	-16%	-1%	5%	22%[59 µM]	-7%	-20%	6%	-1%	-5%
Cc1cc(NC(=O)CSc2nnc(-c3ccccc3F)n2C)no1	1%	2%	·	24%[12.7 µM]	-4%	-10%	1%	·	·
C/C(=N\NC(=O)C1CC1)c1cccs1	84%[activator]	-4%	3%	6%	-10%	-1%	-2%	-11%	74%
CCn1ccnc1CNC(=O)C1CCC(=O)N(Cc2cccc(C(F)(F)F)c2)C1 (stereo unspecified)	40%[activator]	-3%	1%	21%	6%	-14%	13%	-8%	7%
O=C1CC(c2ccccc2Cl)CC(O)=C1C=NCCCO (stereo unspecified)	9%	-4%	1%	5%[0.501 µM]	-19%	-2%	-5%	-5%	-2%
COc1ccc2c(-c3ccccc3)cc(N3CCOCC3)nc2c1	0%	25µM*	-6%	2.2µM*	-17%	-9%	10%	42%[activator]	4%
COc1ccc(CCN(Cc2cccs2)S(=O)(=O)c2ccc(-n3cnnn3)c(OC)c2)cc1OC	-11%[58.9 µM]	3%	-3%	-2%[12.7 µM]	-1%	-8%	-2%	-11%	0%
Cc1ccc(Cl)cc1NC(=O)C1COc2ccccc2O1 (stereo unspecified)	142%[activator]	1%	-5%	·	-11%	-13%	-4%	?	24%
C#CCOc1c(Cl)cc(/C=C2/C(=O)ON=C2C)cc1OC	104%[activator]	-3%	-3%	40µM*	-7%	-16%	3%	-10%	-16%
Cc1ccc(NC(=O)c2cc3c(Cl)nc4ccc(C)cc4c3s2)c(Cl)c1	29%	-1%	-4%	4%[59 µM]	-12%	-6%	·	2%	24%
Cc1nc(-c2cccc(NC(=O)COc3ccc(Cl)cc3)c2)cs1	-9%	4%	-9%	40%	-8%	-20%	11%	21%	1%
O=C(/C=C/c1cccc([N+](=O)[O-])c1)OCC(=O)c1ccccc1	-3%	-17%	1%	-23%	3%	0%	-1%	-15%	23%
O=C(NCc1ccc(-c2nc3ccccc3s2)cc1)c1ccc(Br)o1	15%	5%	0%	16%[59 µM]	-1%	-19%	-1%	-8%	0%
Cn1cnc(S(=O)(=O)N2CCN(c3ccc(F)cc3)CC2)c1	-9%	1%	-4%	5%	-10%	-9%	-6%	0%	0%
Cc1snc2sc(C(=O)c3ccc(Br)cc3)c(N)c12	-4%	5%	-5%	-14%[59 µM]	-10%	?	1%	-12%	2%

Some of the compounds tested; rates above refer to the full screens.
